Assay outcomes: PubChem BioAssay, National Center for Advancing Translational Sciences (NCATS)
Coupling enz: counter-screen for Giardia aldolase inhibitors: coupling enzyme system | activity change, negative = inhibition, % at 58.2 µM, hits read low | 290,000 compounds, 0.67% hits | coupling enzyme system counterscreen, AmpLite Red fluorescence | AID 2472; in the data active = activity change below about -30%; note: % is set by controls: 0 for no effect and ±100 for the full control effect
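Counterscreen lacking aldolase: glyceraldehyde-3-phosphate coupling-enzyme reagent preincubated 10 min at RT with compound (at 57.5 uM final), then substrate/coupling system with AmpLite Red added; fluorescence read at 525/598 nm after 20 min RT.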
MLL CXXC-DNA inh: blocks binding of human MLL CXXC domain to DNA. MLL-CXXC / FITC-HOXA9 DNA fluorescence polarization. Q03164. 290,000 compounds, 0.037% hits. AID 2662. Potency, µM (highest dose often 115 µM), inactives show top-dose activity change, negative = inhibition, actives largely listed as inhibitors; active = well fitted inhibition curve with a large enough effect in the polarisation, with a control signal flat, not every such curve was filed as active; inconclusive = small, poorly fitted or top-dose-only effect, or effect the other way, or a change in a side signal; inactive = no such curve, though single readings can be large or run the other way; the % refers to the polarisation; note: potency is the fitted concentration of half-maximal effect
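Purified MLL-CXXC (added from a 7 uM solution) was preincubated 5 min at ambient with pinned compounds in 50 mM Tris-HCl pH 7.5, 50 mM NaCl, 1 mM DTT, 0.05% BSA. Fluorescein-labeled HOX-A9 DNA (50 nM solution) followed, 30 min, then polarization read.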
Tb PFK block: inhibitors of T. brucei phosphofructokinase; Potency, µM (doses to about 57.5 µM), for the others: at the highest dose activity, negative = inhibition, actives largely listed as inhibitors; AID 485367; O15648; 330,000 compounds, 0.17% hits; T. brucei PFK, ADP-Glo luminescence;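 note: potency is the fitted concentration of half-maximal effect; 0% = uninhibited 1x PFK enzyme wells and -100% = no-enzyme wells; nearly all actives have a fitted effect of over 60% in size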
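Compounds were pin-transferred as a titration series up to 57 uM into substrate buffer (0.5 mM F6P, 0.1 mM ATP, pH 8.0), then 1.25 nM PFK was added and reactions ran 45 min before ADP-Glo detection.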
TCR act: activators of T cell receptors; primary human leukocytes, anti-CD3, IL-2 HTRF, 48 h; Potency, µM (doses to about 9.22 µM), for inactives: at the top dose activation of IL-2 secretion, actives largely listed as activators; 330,000 tested, under 10 active; AID 504894; note: % of control where 0% means no effect
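48 hr co-incubation of compounds, a-CD3 beads and primary human leukocytes; IL-2 quantified homogeneously by HTRF with anti-IL-2 K and d2 conjugates.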
AT treatment: potential ataxia-telangiectasia treatment; AID 485349; 320,000 compounds, 0.19% hits; […] A-T fibroblasts, KAP-1 phosphorylation AlphaLISA; neocarzinostatin DNA damage 30 min before lysis; Potency, µM (highest dose often 57.5 µM), inactives show at the top dose activation, hits mostly activators; note: potency is the fitted concentration of half-maximal effect; % of control where 0% means no effect; nearly all actives have a fitted effect of over 45% in size
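ATM-like activity read as KAP-1 phosphorylation via AlphaLISA donor/acceptor antibody pairs after lysis and 6 hr at 25C. Cells were ATM-null patient fibroblasts ([…], hTERT), dosed 60 min, then exposed to the DSB inducer NCS for 30 min.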
KCNH2 WT inh: blocks the wildtype human KCNH2 potassium channel; 340,000 compounds, 0.37% hits; U2OS, BacMam KCNH2, thallium flux FluxOr; hits give low values; activity change, % at 1.84 µM; Q12809;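 active = maximum activity change below -70%; inconclusive = maximum activity change between -70% and -50%; inactive = maximum activity change above -50%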; note: % is set by controls: 0 for no effect and ±100 for the full control effect
Target sequence (Q12809 whole entry, looked up): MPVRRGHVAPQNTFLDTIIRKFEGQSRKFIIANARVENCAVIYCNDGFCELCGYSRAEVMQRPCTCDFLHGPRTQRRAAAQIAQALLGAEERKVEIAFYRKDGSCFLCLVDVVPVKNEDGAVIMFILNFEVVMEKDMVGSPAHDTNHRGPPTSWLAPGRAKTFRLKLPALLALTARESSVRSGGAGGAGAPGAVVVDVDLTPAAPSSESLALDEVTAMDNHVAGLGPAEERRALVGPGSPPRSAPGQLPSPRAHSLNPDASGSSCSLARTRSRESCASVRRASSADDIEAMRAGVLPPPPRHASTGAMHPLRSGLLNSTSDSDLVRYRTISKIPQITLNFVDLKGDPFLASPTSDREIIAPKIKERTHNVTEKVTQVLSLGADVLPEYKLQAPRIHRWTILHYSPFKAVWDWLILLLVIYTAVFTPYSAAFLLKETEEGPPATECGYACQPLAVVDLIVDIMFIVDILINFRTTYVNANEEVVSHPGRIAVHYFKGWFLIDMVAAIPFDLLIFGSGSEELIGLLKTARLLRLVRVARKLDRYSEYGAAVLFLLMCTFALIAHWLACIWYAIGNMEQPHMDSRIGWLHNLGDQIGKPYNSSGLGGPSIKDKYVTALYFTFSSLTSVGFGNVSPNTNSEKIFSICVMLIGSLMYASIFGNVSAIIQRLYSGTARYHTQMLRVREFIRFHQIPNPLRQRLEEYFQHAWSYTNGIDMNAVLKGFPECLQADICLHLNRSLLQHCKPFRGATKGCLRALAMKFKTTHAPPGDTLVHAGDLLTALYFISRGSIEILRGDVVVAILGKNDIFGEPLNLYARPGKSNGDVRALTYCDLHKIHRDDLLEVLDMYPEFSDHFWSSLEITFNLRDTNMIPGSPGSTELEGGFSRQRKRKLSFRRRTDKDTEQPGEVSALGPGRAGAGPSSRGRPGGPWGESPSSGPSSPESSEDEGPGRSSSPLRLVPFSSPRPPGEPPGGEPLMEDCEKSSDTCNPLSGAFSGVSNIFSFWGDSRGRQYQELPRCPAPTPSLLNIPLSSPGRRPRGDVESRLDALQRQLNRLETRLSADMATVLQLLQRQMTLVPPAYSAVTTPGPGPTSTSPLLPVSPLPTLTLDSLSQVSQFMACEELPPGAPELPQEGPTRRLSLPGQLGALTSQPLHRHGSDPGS
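U2OS cells transduced with wild-type KCNH2 virus are loaded with FluxOr dye for 45 min, and thallium flux is measured in kinetic reads before and after stimulation buffer. Rate constants are normalized to DMSO controls.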
Chronic BCR inh: blocks chronic active B-cell receptor signaling; Potency, µM (doses to about 46.1 µM), for the others: at the top dose ratio change, negative = lower green/red ratio, actives largely listed as inhibitors; ABC-DLBCL IkBa-CBG/CBR reporter, luminescence ratio, 4 h; AID 493014; 340,000 compounds, 0.05% hits; active = well fitted inhibition curve with a large enough effect in the signal ratio, with a control signal flat, not every such curve was filed as active; inconclusive = small, poorly fitted or top-dose-only effect, or effect the other way, or a change in a side signal; the % refers to the signal ratio;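 note: potency is the fitted concentration of half-maximal effect; plate controls were basal doxycycline-induced cells for no effect and cells given 10 µM MG132 for full effect; MG132 reads +100%, hits lower the ratio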
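TMD8 human ABC-DLBCL cells with doxycycline-inducible IκBα–green luciferase fusion and unfused red luciferase, in 0.5% FBS medium; compounds up to 46 uM, 4 h at 37C. Green/red luminescence ratio, filter-overlap corrected, fitted to concentration-response curves.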
GALK inh: inhibitors of human galactokinase. P51570. Purified GALK, Kinase-Glo residual ATP luminescence. Potency, µM (series often up to 57.5 µM), without a hit: at the highest dose activity change, negative = inhibition, hits mostly inhibitors. 270,000 compounds, 0.007% hits. AID 1868; note: potency is the fitted concentration of half-maximal effect; % is set by controls: 0 for no effect and ±100 for the full control effect
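GALK at 5 nM final was combined with compound, 35 uM ATP and 100 uM galactose in HEPES pH8.0 with MgCl2 and DTT. The reaction ran one hour at room temperature before luminescent ATP detection.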
Giardia killer: kills Giardia lamblia. AID 540267. 340,000 compounds, 0.15% hits. activity change, % at 7.66 µM, hits read low. Giardia lamblia trophozoite viability; in the data active = activity change below about -80%; inconclusive = between about -30% and that limit;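 note: parasites exposed to compound for two days anaerobically before the ATP read; % is set by controls: 0 for no effect and ±100 for the full control effect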
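Luminescent ATP signal served as the viability read-out, measured 15-30 min after adding ATP detection reagent to trophozoites that had been incubated with compounds for 48 hrs at 37 deg C anaerobically at 100 cells/well.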
TSHR antagonist: blocks TSH signaling through the human TSH receptor | P16473 | TSHR-expressing cells, TSH-stimulated cAMP HTRF, 2 h; hits give low values | activity change, negative = inhibition, % at 11.5 µM | 330,000 compounds, 0.2% hits;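 active = activity change below a set negative limit, meaning inhibition stronger than a set level, cut at about -70% in these data; inconclusive = activity change between two set negative limits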; note: % is set by controls: 0 for no effect and ±100 for the full control effect
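Freshly harvested TSHR cells receive pin-tooled compound, then EC80 TSH at 4nM final. After 2 hours at 37 deg C, antibody in lysis buffer and cAMP-d2 are added; 30 minutes at ambient temperature precede the HTRF read.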
* = called active by the depositor; ? = inconclusive; . = no result given; & = joins results of further samples; [ ] = another dose, or the depositor's remark. Unless noted, calls come from the whole dose curve; as a rule, active = well fitted curve in the direction sought with a large enough effect; inconclusive = small, poorly fitted or top-dose-only effect, or another doubt; inactive = no such curve, though single readings can be large; an effect the other way counts as inactive or inconclusive.

Below each SMILES – Chronic BCR inh	Coupling enz	MLL CXXC-DNA inh	KCNH2 WT inh	TCR act	Giardia killer	GALK inh	AT treatment	TSHR antagonist	Tb PFK block
#1 Cc1nc(N2CCC(C)CC2)c2c(C)c(C(=O)O)sc2n1
 : 20%	7	-10%	-20	-3%	0	2%	2%	0	14%
#2 Cc1cc(-c2ccc(C)c(S(=O)(=O)N3CC(=O)Nc4ccccc43)c2)on1
 : 5%	1	6%	2	5%	-15	7%	3%	16	-14%
#3 CCCNC(=S)Nc1cc2oc3ccccc3c2cc1OC
 : ?	.	7%	-40	-5%	-12	-2%	6%	-11	1%
#4 CS(=O)(=O)N1CCc2cc(C(=O)Nc3ccccc3)ccc21
 : -5%	-3	-8%	3	-4%	?	0%	2%	-4	5%
#5 Fc1ccccc1C(c1nnnn1Cc1ccc2c(c1)OCO2)N1CCN(Cc2ccccc2)CC1 (stereo not given)
 : 10%	0	4%	15	-24%	-16	0%	.	-6	1%
#6 CCn1c(=O)cc(OCC(=O)NC(C)c2ccc3c(c2)OCCO3)c2ccccc21 (stereo not given)
 : 9%	5	?	-13	.	3	0%	-1%	-5	1%
#7 O=C1NCCN1C(=O)N(c1ccccc1)c1ccccc1
 : -3%	4	7%	-19	.	10	1%	0%	3	-1%
#8 Cc1ccc(C(=O)CS(C)(=O)=O)cc1
 : -1%	6	1%	-9	2%	41[activator]	1%	-4%	12	12%
#9 O=c1cc(NCc2ccccc2)nc2n1CCCS2
 : -6%	3	9%	1	-11%	-1	.	-1%	5	4%
#10 CCCOC(=O)c1c(-c2ccc(OC)cc2)oc2ccc(-c3ccc(OC)nc3)cc12
 : ?	-2	2%	0	7%	9	.	25%	-9	1%
#11 Cc1c(NC(=O)C(C)Sc2nc3ccccc3c(=O)n2CCO)c(=O)n(-c2ccccc2)n1C (stereo not given)
 : 2%	-1	-4%	-5	1%	0	-4%	7%	-2	-3%
#12 CCOC(=O)C(Sc1n[nH]c(N)n1)c1ccccc1 (stereo not given)
 : ?	0	16%	-34	-1%	4	1%	-1%	5	-3%
#13 CC1CCCC(C)N1CCCNC(=O)c1ccc2nc(N3CCOCC3)sc2c1 (stereo not given)
 : 4%	-2	7%	1	5%	-8	.	6%	15	0%
#14 CC(OC(=O)c1ccc(-n2cnnn2)cc1)C(=O)N(C)c1ccccc1 (stereo not given)
 : -6%	.	.	-2	2%	3	.	3%	-7	-1%
#15 CCOc1ccc(C(=O)CSCC(=O)O)cc1
 : 2%	5	1%	-12	-1%	4	2%	0%	13	6%
#16 Cc1ccc(C)c(OCCCC(=O)Nc2ccc(N3CCOCC3)cc2)c1
 : ?	-3	2%	.	.	.	0%	-2%	-6	?
#17 CCN1CCN(Cc2ccc(NC(=O)c3cc(NC(=O)c4cc5cccc(OC)c5o4)cc(OC)c3)cc2C(F)(F)F)CC1
 : ?	-2	30%	-13&36	5%	-23	-2%	50%	3	7%
#18 CC1CC(CCN)(c2ccccc2)C(C)CN1C (stereo not given)
 : ?	4	-6%	-4	13%	2	5%	-3%	0	2%
#19 O=C(Cc1ccccc1)N[C@H](c1ccccc1)P(=O)(O)CO
 : -1%	0	-10%	-1	1%	-11	1%	0%	-1	3%
#20 CCOP(=O)(OCC)C(Nc1cc(Cl)cc(Cl)c1)c1cccc(O)c1 (stereo not given)
 : ?	-3	1%	1	7%	-11	-1%	2%	-3	-1%
#21 O=C(OCc1c(-c2ccccc2)ncc2ccccc12)c1ccc(Cl)cc1Cl
 : ?	.	.	-3	4%	9	.	5%	19	0%
#22 Cc1ccnc(NC(=O)c2cc([N+](=O)[O-])cc([N+](=O)[O-])c2)c1
 : -7%	-3	8%	-3	-2%	-29	0%	4%	0	-2%
#23 COc1cccc(CNCc2ccco2)c1O
 : -9%	-3	2%	-13	4%	-11	.	6%	44	-20%
#24 COC(=O)c1c(NC(=O)CSc2nnc(-c3ccco3)n2Cc2ccccc2)sc(C)c1C
 : ?	-2	-2%	0	10%	8	0%	1%	-3	-3%
#25 Cc1cccc(OCc2nnc(SCC(=O)N3CCCC3)n2C)c1
 : 3%	-1	-8%	-14	5%	3	-2%	3%	-4	1%
#26 O=C(O)c1ccc2c(c1)N(Cc1ccccc1F)C(=O)c1ccccc1S2=O (stereo not given)
 : 0%	7	0%	-2	2%	11	-4%	-1%	2	-2%
#27 COc1ccc(Cc2nnc(NC(=O)C(C)(C)C)s2)cc1
 : -23%	0	-2%	-5	1%	14	5%	2%	4	-1%
#28 O=C(c1ccco1)N1CCN(C(=O)C2CCCO2)CC1 (stereo not given)
 : ?	-2	-6%	-16	-4%[46.1 µM]	-12	-2%	5%	-3	3%
#29 O=C1C2=C(C(=O)c3ccccc31)C1O[C@](CCCCN3C(=O)c4ccccc4C3=O)(Cc3c1ccc1ccccc31)O2
 : ?	-7	0%[23 µM]	.	.	.	.	-5%[11.5 µM]	.	3%[11.5 µM]
#30 CC1CCN(CCCCOc2ccc(C(C)(C)C)cc2)CC1
 : -9%	-5	15%	-20	-1%	-5	.	5%	-1	-2%
#31 CCCCNC(=O)[C@H](CSCc1ccccc1)N1Cc2ccccc2C1=O
 : 0%	1	11%	-1	-3%	10	.	6%	-2	-1%
#32 CN(C)S(=O)(=O)c1ccc(NC(=O)Cc2ccc(S(=O)(=O)N3CCOCC3)s2)cc1
 : 2%	-1	3%	4	.	13	0%	-5%	2	7%
#33 O=C(N=C1SC2CS(=O)(=O)CC2N1CCc1ccccc1)C1CCCCC1 (stereo not given)
 : 1%	.	-2%	-19	1%	14	-2%	1%	0	1%
#34 Cc1ccccc1CNC(=O)C(=O)NCCC1CCCCN1S(=O)(=O)c1ccccc1 (stereo not given)
 : 2%	.	.	-1	3%	-22	.	1%	-5	-1%
#35 COC(=O)C1=C(C)n2nnnc2NC1c1ccc(Cl)cc1 (stereo not given)
 : -25%	2	1%	1	-4%	-14	0%	4%	4	-3%
#36 COC(=O)COn1c(SCC(=O)OC)nc2ccccc2c1=O
 : 3%	0	0%	-11	-2%	35[activator]	2%	11%	29	1%
#37 Clc1cccc2c3c([nH]c12)CCNC3
 : 16%	0	19%	3	4%	6	.	10%	15	?
#38 Fc1ccc(CNc2nc(-c3cccnc3)nc3ccccc23)cc1
 : ?	-3	-7%	0	2%	-8	-2%	7%	8	-5%
#39 Cc1[nH]c(=O)c(C#N)c(C)c1Cc1ccc(Cl)cc1Cl
 : ?	5	-2%	-15	-3%	-1	1%	14%	4	-2%
#40 O=C(Oc1csc(=S)n1C(=O)c1ccccc1)c1ccccc1
 : 15%	0	149%[activator]	0	1%	-2	-4%	0%	-3	-10%
#41 Nc1ccc(-n2ccnc2)cc1
 : -8%	-2	4%	-1	1%	21	1%	0%	-1	-3%
#42 CCOC(=O)c1c(NC(=O)CNCC(O)CO)sc(C)c1C (stereo not given)
 : ?	3	-7%	3	6%	7	0%	2%	-9	9%
#43 O=S(=O)(c1ccc(Cl)cc1)N1CCc2ccccc21
 : -3%	-2	40%[activator]	1	9%	4	-4%	6%	-8	-8%
#44 O=C(c1cccnc1)N1N=C(C2CCCCC2)CC1(O)C(F)(F)F (stereo not given)
 : ?	-3	9%	-11	-4%	-10	2%	13%	40	-5%
#45 CC(=O)Nc1ccc(N(C(=O)Cn2nnc3ccccc32)C(C(=O)NC2CCCC2)c2ccc(O)c(O)c2)cc1 (stereo not given)
 : 8%	-2	-5%	-5	-4%	-15	0%	-4%	1	-14%
#46 Nc1cc(=O)[nH]c(SCC(=O)N2N=C(c3ccc4ccccc4c3)CC2c2ccccc2)n1 (stereo not given)
 : -19%	1	-3%	1	-1%	-9	-5%	-32%	-4	10%
#47 Cc1cccc(C2=NN(c3ccccc3)[C@H](CO)[C@H]2c2ccccc2)c1
 : 1%	3	.	3	2%[46.1 µM]	-13	.	19%	-6	-2%
#48 COc1cc(/C=N/n2c(C3CCCCC3)n[nH]c2=S)cc(OC)c1O
 : ?	4	4%	-3	2%	-18	2%	-7%	-21	11%
